# Screening data as filed in PubChem.
# aGal spleen mod = qHTS Assay for Inhibitors and Activators of Human alpha-Galactosidase From Spleen Homogenate; AID 2107, 2009; human spleen homogenate, 4MU-alpha-Gal fluorescence, 40 min; 240,000 compounds, 0.008% hits; Potency, µM (series often up to 80 µM), for inactives: top-dose activity change, negative = inhibition, hits mostly inhibitors; Alpha-galactosidase A (Homo sapiens), P06280;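 also: 0% = enzyme with vehicle and -100% = no enzyme basal signal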
# Target sequence (P06280 32-429 limits assumed): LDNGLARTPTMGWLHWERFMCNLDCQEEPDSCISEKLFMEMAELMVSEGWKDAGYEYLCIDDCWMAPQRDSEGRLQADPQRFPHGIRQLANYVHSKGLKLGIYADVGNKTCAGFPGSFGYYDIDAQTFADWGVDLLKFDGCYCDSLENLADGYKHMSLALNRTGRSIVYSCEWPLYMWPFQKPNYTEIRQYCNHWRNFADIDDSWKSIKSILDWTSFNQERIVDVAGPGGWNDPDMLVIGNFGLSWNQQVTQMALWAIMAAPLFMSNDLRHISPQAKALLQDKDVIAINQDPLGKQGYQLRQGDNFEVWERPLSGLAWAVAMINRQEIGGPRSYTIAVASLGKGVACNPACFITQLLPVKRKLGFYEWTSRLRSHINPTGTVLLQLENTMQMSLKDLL
#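 Inhibition or activation of alpha-galactosidase in human spleen homogenate is scored by 4-MU fluorescence after 40 min at 37C, pH 5.0, with 1 mM substrate. AC50s come from concentration-response fitted to the Hill equation.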
# GAA glycogen = qHTS Assay for Inhibitors and Activators of Human alpha-Glucosidase Cleavage of Glycogen. Potency, µM (series often up to 76.4 µM), for inactives: at the highest dose activity change, negative = inhibition, most hits filed as inhibitors. AID 2100, 2009. recombinant GAA, glycogen substrate, Amplex Red glucose oxidase fluorescence. Lysosomal alpha-glucosidase (Homo sapiens), P10253. 300,000 compounds, 0.38% hits;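 also: 0% = full enzyme reaction and -100% = no-enzyme basal signal; the screen sought inhibitors and activators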
#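 Recombinant enzyme (4 nM final) with compounds titrated up to 77 uM and bovine liver glycogen (30 ug) in citrate pH 5.0, 0.01% Tween-20, 37 C 40 min. Released glucose detected by Amplex Red/glucose oxidase (Ex 573/Em 610); AC50 from Hill fits.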
# Tau ThT inhib = qHTS for Inhibitors of Tau Fibril Formation, Thioflavin T Binding | Microtubule-associated protein tau (Homo sapiens), P10636 | recombinant tau K18 P301L, heparin-induced fibrillization, ThT fluorescence | Potency, µM (titrated, usually from 57.4 µM), for the others: at the highest dose activity, negative = inhibition, usual class: inhibitors | 270,000 compounds, 2.1% hits | AID 1460, 2008; also: % is scaled to controls: 0 for no effect and ±100 for the full control effect; nearly all actives have a fitted effect of over 55% in size
# Target sequence (P10636 561-689 P618L limits assumed): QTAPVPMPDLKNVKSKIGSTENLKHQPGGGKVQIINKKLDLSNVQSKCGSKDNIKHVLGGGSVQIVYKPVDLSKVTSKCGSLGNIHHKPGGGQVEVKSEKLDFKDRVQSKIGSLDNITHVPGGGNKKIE
#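 In this qHTS, human K18 P301L tau is incubated with compound and heparin for 6 hr at 37 C, and Thioflavin T fluorescence then reports fibril load.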
# GAA inh = qHTS Assay for Inhibitors of Human alpha-Glucosidase as a Potential Chaperone Treatment of Pompe Disease | Lysosomal alpha-glucosidase (Homo sapiens), P10253 | purified human GAA, 4-MU-alpha-glucoside fluorescence | Potency, µM (series often up to 76.9 µM), for the others: at the highest dose activity change, negative = inhibition, usual class: inhibitors | 200,000 compounds, 0.005% hits | AID 1466, 2008;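 also: plate controls were uninhibited enzyme wells for no effect and no-enzyme background for full effect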
#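 Activity normalized between no-enzyme (basal) and enzyme-only wells. Conditions: 4 nM human enzyme, 400 uM fluorogenic substrate, citrate/phosphate pH 5.0 with Tween-20, 20 min room temperature, compounds up to 77 uM.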
# Tau fluor cs = Counterscreen qHTS for Inhibitors of Tau Fibril Formation, Fluorescence Polarization. tau K18 P301L Alexa594 fluorescence, heparin fibrillization. Potency, µM (titrated, usually from 57.7 µM), inactives show at the top dose activity change, negative = decrease. 280,000 compounds, 0.93% hits; also: % is scaled to controls: 0 for no effect and ±100 for the full control effect; nearly all actives have a fitted effect of over 55% in size
#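 Human tau K18 P301L (15 uM unlabeled, 0.24 uM Alexa 594-labeled) in 100 mM sodium acetate pH 7 with 20 uM heparin, 6 hr at 37 C. ThT 30 uM added, 1 hr ambient; Alexa 594 FP and total fluorescence read at 555/632 nm.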
# Tau FP inhib = qHTS for Inhibitors of Tau Fibril Formation, Fluorescence Polarization; Microtubule-associated protein tau (Homo sapiens), P10636; Potency, µM (top dose mostly 57.7 µM), inactives show top-dose activity, negative = inhibition, hits mostly inhibitors; K18 P301L tau heparin fibrillization, Alexa594 FP, 6 h; AID 1468, 2008; 280,000 compounds, 0.39% hits; also: % is scaled to controls: 0 for no effect and ±100 for the full control effect; nearly all actives have a fitted effect of over 55% in size
#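 Steps: dispense K18 P301L tau (15 uM plus 0.24 uM Alexa 594 tracer, final) in pH 7 sodium acetate; add compound; add heparin (20 uM final); incubate 6 hr, 37 C; add ThT (30 uM final); after 1 hr ambient, read FP.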
# GAA spleen mod = qHTS Assay for Inhibitors and Activators of Human alpha-Glucosidase From Spleen Homogenate | 240,000 compounds, 0.006% hits | AID 2112, 2009 | Potency, µM (doses to about 79.9 µM), without a hit: at the highest dose activity change, negative = inhibition, actives largely listed as inhibitors | human spleen homogenate, 4-MU-alpha-glucoside fluorescence;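 also: 0% = enzyme with vehicle and -100% = no enzyme basal signal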
#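 Compounds were titrated against alpha-glucosidase in spleen homogenate at pH 5.0, with 1 mM 4-methylumbelliferyl substrate for 40 min at 37 C. Reactions were quenched with pH 10 NaOH/glycine and fluorescence measured.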
# HTT cytoprotect = qHTS Multiplex Assay to Identify Dual Action Probes in a Cell Model of Huntington: Cytoprotection (ATP); Potency, µM (doses to about 56.4 µM), without a hit: cytoprotection (ATP increase), most hits filed as activators; AID 1471, 2008; PC12 HTT-Q103 induced, cytoprotection, ATP luminescence, 40 h; 230,000 compounds, 0.14% hits;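 also: % of control where 0% means no effect; nearly all actives have a fitted effect of over 45% in size; toxic huntingtin expression switched on by the ecdysone agonist tebufenozide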
#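 Rat PC12, Q103 Htt exon1-GFP fusion, ecdysone promoter; tebufenozide inducer 100 nM final; compound titration; qHTS, 1500 cells/well; ATPlite luminescent read.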
# Active calls of the source: *; ? = inconclusive; . = not tested or not shown; [ ] = another dose, or the depositor's remark. Calls follow the shape of the dose curve; as a rule, active = well fitted curve in the direction sought with a large enough effect; inconclusive = small, poorly fitted or top-dose-only effect, or another doubt; inactive = no such curve, though single readings can be large; an effect the other way counts as inactive or inconclusive. Potency is read from the fitted curve at half-maximal effect. The order is random; overall some 3.3% were active at least once.
SMILES,aGal spleen mod,GAA glycogen,Tau ThT inhib,GAA inh,Tau fluor cs,Tau FP inhib,GAA spleen mod,HTT cytoprotect
N#CCCSc1ncnc2c1oc1ccccc12,15%,-6%,-2%,2%,0%,2%,9%,-1%[0.074 µM]
O=C(COC(=O)c1cccs1)Nc1ccccc1C(F)(F)F,0%,8%,-1%,3%,-10%,-11%,2%,-68%[inhibitor][10 µM]
NC(=O)CN1CCN(C(=O)NC2CCCCC2)CC1,13%,-4%,-2%,3%[15.4 µM],1%,-2%,-8%,1%
CCOC(=O)CSc1nnc(-c2ccccc2)c(=O)[nH]1,-9%,7%,4%,-5%,3%,1%,-4%,14%
CCOCCc1nnc(NC(=O)Cc2ccc(Br)cc2)s1,3%,-6%,-3%,2%,-2%,10%,2%,-8%
CC(C)N(C)S(=O)(=O)c1ccc(Cl)c(C(=O)O)c1,2%,-16%,-9%,-8%,-4%,2%,-18%,1%
O=C(CSCCO)Nc1ccccc1,-4%,7%,3%,1%,2%,0%,-3%,-3%
Cc1cc(-c2ccc(C)c(S(=O)(=O)NCc3cccc(Br)c3)c2)on1,.,0%[76.3 µM],-5%,.,?,-6%,.,.
CSc1ccc(C(=O)C2CCCN(C(=O)c3nn(C)c(=O)c4ccccc34)C2)cc1 (stereo not drawn),-5%,-21%,1%,?,5%,2%,0%,20%[10 µM]
Cc1cc(=O)n(C)c(=O)n1CCCCOc1ccc([N+](=O)[O-])cc1,-4%,6%,13%,13%,4%,-7%,-9%,18%[10 µM]
COc1ccc(/C(O)=C2/C(=O)C(=O)N(c3ncccn3)C2c2ccc(OC)c(OC)c2)cc1 (stereo not drawn),-6%,2%,-3%,-11%,-3%,-7%,?,10%
COCCn1cnc2c1c(=O)n(CC(=O)OCC(=O)NCCCc1ccccc1)c(=O)n2Cc1ccccc1,4%,-5%,-1%,5%,-4%,-1%,6%,-12%[10 µM]
Cc1ccc2[nH]c3c(c2c1)CN(C(=O)CN1CCCCC1)CC3,1%,-11%,.,.,-15%,-7%,4%,6%[10 µM]
O=C(NCCc1ccccc1)c1cccnc1N1CCCCCC1,7%,-3%,-10%,-4%,-13%,-3%,5%,-5%[10 µM]
CCN(CC)c1nc2cc(C)ccc2cc1/C=C(\C#N)C(N)=O,-8%,6%,?,-3%,-17%,-3%,-2%,-23%
Cc1noc(C)c1-c1nccc(NCc2cccnc2)n1,7%,.,-1%,.,2%,-6%,-4%,-2%
Cc1[nH]c(=O)[nH]c(=O)c1S(=O)(=O)NCC12CC3CC(CC(C3)C1)C2,4%,4%,-1%,2%,-4%,1%,-2%,4%
Cc1cccc(OCc2nnc(SCC(=O)N3CCN(C(=O)c4ccco4)CC3)n2C)c1C,24%,9%,?,0%,4%,4%,-3%,-23%[10 µM]
Cc1ccc2[nH]c(O)c(N=O)c2c1,12%,9%,-8%,-1%,-1%,1%,7%,-8%[10 µM]
Cc1csc2ncnc(N3CCN(C(=S)Nc4ccc(C(F)(F)F)cc4)CC3)c12,0%,-12%,-11%,-10%,?,?,0%,-2%[10 µM]
O=C(NCCCN1CCOCC1)Nc1ccc(Cc2ccc(NC(=O)NCCCN3CCOCC3)cc2)cc1,4%,-16%,-7%,-3%,?,-7%,3%,.
NC(=S)N/N=C1\CC(n2nnn(-c3cccc(Cl)c3)c2=S)C2COC1O2 (stereo not drawn),13%,-10%,-8%,2%,-14%,3%,0%,1%
CCCCNC(=O)C1CC(c2cccc(F)c2)=NO1 (stereo not drawn),9%,2%,10%,.,10%,2%,0%,5%[10 µM]
CC(C(=O)NCc1ccco1)n1nc(-c2ccccc2)c2cc(Cl)ccc21 (stereo not drawn),-7%,-6%,1%,-3%,-13%,-8%,-5%,0%
O=C(NCc1cn2ccsc2n1)Nc1cccc(Cl)c1,0%,9%,-3%,3%,-4%,-6%,3%,7%[10 µM]
SMILES,aGal spleen mod,GAA glycogen,Tau ThT inhib,GAA inh,Tau fluor cs,Tau FP inhib,GAA spleen mod,HTT cytoprotect
O=C(O)CCC(=O)N1CN2CN(C(=O)CCC(=O)O)CC([N+](=O)[O-])(C2)C1,-5%,15%,-12%,4%[15.4 µM],-6%,4%,0%,29%[10 µM]
CCN(CC)CCNC(=O)c1cc2cc(Br)ccc2s1,4%,-1%,10%,0%,-4%,-6%,2%,-2%[10 µM]
CC(C)C(NC(=O)C1CCCCC1)C(=O)NC1CCN(Cc2ccccc2)CC1 (stereo not drawn),-27%,2%,-3%,3%,0%,0%,-6%,22%
Cc1cccc(NC(=O)CN(C)S(=O)(=O)c2cccs2)c1,-2%,-7%,-4%,-9%,-5%,1%,-1%,7%
Cc1ccc(S(=O)(=O)c2nc(C(C)(C)C)oc2N2CCOCC2)cc1,2%,2%,?,4%,-16%,40µM*,-1%,3%[10 µM]
CCNS(=O)(=O)c1ccc(NC(=O)Nc2ccccc2OC)cc1,-2%,12%,-7%,-3%,-30%,-10%,-4%,-5%[10 µM]
CCCCOc1ccccc1NC(=O)CC1Nc2ccccc2NC1=O (stereo not drawn),-4%,-22%,?,-7%,-21%,1%,-5%,-1%
Cc1cccc(NC(=O)c2cc(Cl)sc2Cl)c1C,2%,17%,-5%,-1%,-1%,1%,-2%,14%[10 µM]
CCCN(CC1CC1)C(=O)CCc1nnc(C(OC)c2ccccc2)o1 (stereo not drawn),1%,-12%,-7%,-6%,-4%,-1%,-1%,-12%[10 µM]
CCCc1cc2c(c(NC(C)=O)n1)c(=O)oc1ccccc12,7%,5%,0%,3%,1%,-1%,4%,-3%
CCOCCc1c(O)nc(SC)[nH]c1=O,3%,0%,-7%,-1%,-9%,-2%,-3%,30%[10 µM]
COC(=O)c1ccc(COC(=O)c2ccc(SC)cc2OC)cc1,-2%,4%,?,-2%,-18%,-10%,-1%,7%[10 µM]
COc1ccc(C2CC(=O)N(CC(=O)Nc3cccc(C)c3C)c3ccccc3S2)cc1OC (stereo not drawn),.,1%[76.3 µM],?,.,-15%,-3%,.,.
O=C(Nc1ccn(Cc2c(F)c(F)cc(F)c2F)n1)c1ccc(COc2ccc(Cl)cc2Cl)o1,2%,-7%,-4%,0%,-19%,1%,-3%,-10%
NC1=NC(c2ccccc2)N=C(Nc2ccccc2)N1 (stereo not drawn),-4%,5%,-10%,?,-18%,-13%,1%,-10%[10 µM]
Cc1ccc(CC2CC(=O)N(c3ccc(Cl)cn3)C2=O)cc1 (stereo not drawn),2%,2%,-6%,-7%,4%,-6%,10%,4%
Cc1ccc2c(c1)CC1(CN2C)C(=O)OC(C)(C)OC1=O,-7%,?,-17%,-6%,-10%,-3%,-4%,-9%
COc1ccc(-c2nnn(-c3cc(Cl)cc(Cl)c3)c2N)cc1,3%,-1%,-20%,.,-27%,-11%,0%,23%[10 µM]
COCCNC(=O)c1ccccc1NC(=O)c1cccc([N+](=O)[O-])c1C,5%,9%,6%,-1%,2%,2%,0%,.
Cc1cc(/C=N\NC(=O)COc2cccc3cccnc23)c(C)n1-c1ccc(Br)cc1,-4%,3%,?,-8%,-29%,-10%,-3%,-5%[10 µM]
CCOC(=O)N1CCN(C(=O)COc2cc(=O)n(CC)c3ccccc23)CC1,-6%,5%,-2%,-1%,0%,8%,4%,-19%
COc1cc(CN(C(=S)NCC(=O)NC2CCCC2)C2CCCC2)cc(OC)c1OC,-10%,19%,-2%,-10%,-6%,-1%,-4%,9%[10 µM]
CC(=O)c1cccc(NC(=O)C2CCCN(S(=O)(=O)c3ccccc3)C2)c1 (stereo not drawn),-6%,1%,-1%,?,-7%,2%,-1%,10%
CN(Cc1cn(C)c2ccccc12)C(=S)Nc1cc(F)cc(F)c1,-4%,0%,-16%,-1%,-23%,-3%,-7%,23%[10 µM]
Cc1cccc(N2CCN(C(=O)CCNC(=O)Cn3ccc4ccccc4c3=O)CC2)c1C,3%,-6%,-8%,0%,-6%,4%,-2%,2%
CCC1CCCCN1CC(=O)Nc1cc(C)nn1-c1nc(C)cc(C)n1 (stereo not drawn),-6%,-2%,-3%,-13%,5%,0%,-9%,2%
O=C(CSc1nnnn1-c1cccc2ccccc12)Nc1ccc(N2CCOCC2)c(Cl)c1,4%,-2%,-8%,-5%,?,-7%,-2%,-2%
Cc1cccc(C)c1NC(=O)CSc1nnc(NC(=O)CN2CCOCC2)s1,1%,7%,2%,8%,1%,-2%,-10%,-9%
CC1(C)CC(=O)C2=C(C1)OC(c1ccncc1)C(C#N)=C2N (stereo not drawn),7%,2%,4%,-3%,5%,2%,2%,5%[0.074 µM]
CCCC(CCC)C(=O)Nc1ccc2c(c1)N(C(=O)CCN1CCN(C)CC1)c1ccccc1CC2,1%,20%,-7%,12%,-7%,8%,5%,9%[10 µM]

# Fetched by compound from the entries so far, 4 records:
SMILES,aGal spleen mod,GAA glycogen,Tau ThT inhib,GAA inh,Tau fluor cs,Tau FP inhib,GAA spleen mod,HTT cytoprotect
COc1ccc(-c2nnn(-c3cc(Cl)cc(Cl)c3)c2N)cc1,3%,-1%,-20%,.,-27%,-11%,0%,23%[10 µM]
Cc1ccc(S(=O)(=O)c2nc(C(C)(C)C)oc2N2CCOCC2)cc1,2%,2%,?,4%,-16%,40µM*,-1%,3%[10 µM]
CCNS(=O)(=O)c1ccc(NC(=O)Nc2ccccc2OC)cc1,-2%,12%,-7%,-3%,-30%,-10%,-4%,-5%[10 µM]
CCCC(CCC)C(=O)Nc1ccc2c(c1)N(C(=O)CCN1CCN(C)CC1)c1ccccc1CC2,1%,20%,-7%,12%,-7%,8%,5%,9%[10 µM]
